DNMT1 inh: human DNMT1 methyltransferase inhibitors, primary screen, biochemical, molecular beacon, fluorescence, HinP1I cleavage, uHTS; DNA (cytosine-5)-methyltransferase 1 (Homo sapiens), P26358; inhibition (reported as % activation of signal), % at 10 µM; 360,000 tested, 0.83% active; AID 588458, 2011; in the data active = inhibition above about 50%
CSN inh: inhibitors of CSN-mediated cullin deneddylation, primary screen, biochemical, fluorescence polarization, uHTS; COP9 signalosome complex subunit 5 (Homo sapiens), Q92905; Purified CSN, SCF-Nedd8-OG deneddylation; inhibition, % at 12.5 µM; 360,000 tested, 0.38% active; AID 651999, 2013;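 active = pattern-corrected inhibition above about 35%, with an unprinted fluorescence ratio check between 0.5 and 1.5, limit read from the data, passing the limit was not always enough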;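 also: 0% = enzyme with substrate and 100% = substrate without enzyme; some results filed as inactive read as strong as hits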
Target sequence (Q92905 whole entry, looked up, one chain of several): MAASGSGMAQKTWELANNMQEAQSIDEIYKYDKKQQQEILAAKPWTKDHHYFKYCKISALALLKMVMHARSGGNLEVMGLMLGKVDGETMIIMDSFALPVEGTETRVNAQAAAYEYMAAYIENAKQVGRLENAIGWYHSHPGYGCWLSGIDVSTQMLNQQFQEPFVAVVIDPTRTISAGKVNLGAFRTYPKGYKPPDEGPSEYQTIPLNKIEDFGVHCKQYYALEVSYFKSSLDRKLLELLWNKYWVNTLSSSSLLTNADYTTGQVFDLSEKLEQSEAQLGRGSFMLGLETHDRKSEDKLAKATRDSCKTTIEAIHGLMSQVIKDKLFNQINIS
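Assay system: purified human Csn5 enzyme expressed in HEK293T cells; Input: 0.24 nM Csn5 enzyme, final concentration; Reagent: 10 nM SCFSkp2-Nedd8OG; Compound dosing: 12.5 µM single point; Times: reaction 90 min, room temperature; Technique: fluorescence polarization readout.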
LMPTP inh: LMPTP phosphatase inhibitors, primary screen, biochemical, fluorescence intensity, uHTS; Low molecular weight phosphotyrosine protein phosphatase (Homo sapiens), P24666; recombinant LMPTP-A, OMFP fluorogenic substrate; inhibition, % at 20 µM; 360,000 tested, 0.22% active; AID 651560, 2012;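 active = compounds that cut the enzyme signal by at least half of the control window in the single-dose screen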;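 also: plate controls were DMSO wells with enzyme plus substrate for no effect and substrate without enzyme for full effect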
Target sequence (P24666 whole entry, looked up): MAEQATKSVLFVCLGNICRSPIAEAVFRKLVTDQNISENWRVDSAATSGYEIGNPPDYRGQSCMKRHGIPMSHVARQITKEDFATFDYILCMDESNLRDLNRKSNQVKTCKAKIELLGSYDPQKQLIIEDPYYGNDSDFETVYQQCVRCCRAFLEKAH
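Material: LMPTP-A; amount: 0.625 nM enzyme; doses: single 20 µM dose; times: reaction 50 min, room temperature, dark; technique: fluorescence intensity of OMFP turnover product; benchmarks: no-enzyme and uninhibited controls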
SUMO1 PPI mod: modulators of SUMO1 protein-protein interactions, primary screen, biochemical, uHTS. Small ubiquitin-related modifier 1 (Homo sapiens), P63165. SUMO1 binding to a labelled peptide, TR-FRET, 1 h. inhibition, % at 20 µM. 360,000 tested, 0.33% active; in the data active = inhibition above about 37%
Target sequence (P63165 whole entry, looked up): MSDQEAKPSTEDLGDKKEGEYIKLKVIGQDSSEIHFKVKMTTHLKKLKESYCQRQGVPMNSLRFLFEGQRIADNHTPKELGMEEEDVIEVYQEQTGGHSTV
Rin1 Abl inh: inhibitors of Rin1-Abl protein binding, primary screen, biochemical, TR-FRET. inhibition, % at 7.35 µM. AID 588664, 2011. 360,000 tested, 0.4% active. Tyrosine-protein kinase ABL1 (Homo sapiens) + Ras and Rab interactor 1 (Homo sapiens), …; in the data active = inhibition above about 5%, passing the limit was not always enough
Scp-1 inhibitor: Scp-1 phosphatase inhibitors, primary screen, biochemical, colorimetric, uHTS; AID 493091, 2011; inhibition, % at 20 µM; Recombinant Scp1, phosphopeptide, malachite green phosphate absorbance; Carboxy-terminal domain RNA polymerase II polypeptide A small phosphatase 1 (Homo …; 340,000 tested, 0.88% active;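 active = inhibition above about 50% at 20 µM, limit read from the data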;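 also: plate controls were DMSO wells with enzyme for no effect and wells lacking enzyme for full effect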
Target sequence (Q9GZU7 76-261 limits assumed): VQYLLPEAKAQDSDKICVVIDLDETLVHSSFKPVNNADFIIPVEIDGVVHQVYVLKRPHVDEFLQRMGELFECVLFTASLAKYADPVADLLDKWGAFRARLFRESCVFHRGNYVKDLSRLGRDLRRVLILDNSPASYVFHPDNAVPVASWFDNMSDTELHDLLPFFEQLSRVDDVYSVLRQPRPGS
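System: truncated SCP-1 phosphatase (76-261aa); medium: Tris acetate buffer pH 5.5 with MgCl2 and Tween-20; incubation: 45 min room-temperature reaction, 5 min colour, 30 min stabiliser; compound: single 20 µM dose, 1% DMSO; reagent: Phosphorylated 17-residue peptide substrate; read-out: % inhibition at 20 µM; technique: colorimetric free-phosphate detection, absorbance 630 nm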
STEP block: STEP phosphatase inhibitors, primary screen, biochemical, fluorescence intensity, uHTS | recombinant STEP, OMFP fluorogenic substrate | inhibition, % at 20 µM | 360,000 tested, 0.25% active;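 active = inhibition at 20 µM, scaled per plate between control wells, above about 37%, limit read from the data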;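 also: 0% = DMSO with enzyme and substrate and 100% = substrate only without enzyme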
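medium = Bis-Tris buffer pH 6.0, 2.5 mM DTT, 0.005% Tween 20 | test system = STEP (striatal-enriched tyrosine phosphatase) enzyme, cell-free | measure = normalized % inhibition | compound dosing = 20 µM, 1% DMSO | also added = 25 µM OMFP | schedule = reaction 20 min, ambient temperature | measured by = fluorescence read at 480 nm ex / 540 nm em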
Neddylation inh: inhibitors of cullin neddylation, primary screen, biochemical, TR-FRET, uHTS, NAE and Ubc12. NEDD8-conjugating enzyme Ubc12 (Homo sapiens) + NEDD8-activating enzyme E1 regulatory …. calls only at 25 µM. 360,000 tested, 0.58% active. AID 651699, 2012; in the data active = inhibition above about 36%
NadD inh: inhibitors of S. aureus NadD, primary screen, biochemical, colorimetric, uHTS; Nicotinate-nucleotide adenylyltransferase NadD (Staphylococcus aureus N315); purified NadD enzyme, colorimetric absorbance read-out; inhibition, % at 20 µM; 360,000 tested, 0.78% active; in the data active = inhibition above about 26%; also: some compounds past the cut are filed as inactive
Rpn11 block: Rpn11 (PSMD14) deubiquitinase inhibitors, primary screen, biochemical, fluorescence polarization, uHTS. 26S proteasome non-ATPase regulatory subunit 14 (Homo sapiens), O00487. human 26S proteasome, Ub4-pepOG fluorescence polarization; 20S core pre-blocked with epoxomicin. calls only at 20 µM. 360,000 tested, 0.59% active. AID 588493, 2011;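 active = inhibition at 20 µM, scaled to each plate's controls, above about 33%, limit read from the data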
The depositor's hits bear a star; i = inactive; / = not tested or not shown; + = active, no number.

Abbreviations: A = DNMT1 inh; B = CSN inh; C = LMPTP inh; D = SUMO1 PPI mod; E = Rin1 Abl inh; F = Scp-1 inhibitor; G = STEP block; H = Neddylation inh; I = NadD inh; J = Rpn11 block
CCn1c(CSc2ncccn2)nnc1SCC(=O)N1CCCCC1
  A: 1	B: 5	C: -2.5	D: 1	E: 5	F: 4	G: -2	H: i	I: 5	J: i

COc1ccc2c(c1)C(=O)CC(O)(C(F)F)O2 (configuration not stated)
  A: 1	B: 0	C: -0.5	D: 1	E: -1	F: -11	G: -2	H: /	I: 0	J: i

Cc1nc(C(F)(F)F)ccc1C(=O)N1CCCCC1
  A: -4	B: 0	C: -0.7	D: 0	E: 2	F: -14	G: 3	H: i	I: -2	J: i

Cc1ccc(-c2nc(CN3CCCCC3)cc(CN3CCCCC3)c2O)cc1
  A: -1	B: -4	C: -3.6	D: -1	E: 0	F: -3	G: 0	H: /	I: 0	J: i

Cc1ccc(S(=O)(=O)NCc2cccnc2)c(C)c1
  A: 1	B: 1	C: 0.0	D: -5	E: 1	F: -9	G: -2	H: i	I: -3	J: i

CC(=O)N(CC(=O)N(CC(=O)O)c1ccc(Cl)cc1)c1ccc(Cl)cc1
  A: 4	B: 4	C: -0.6	D: 8	E: 3	F: -8	G: 6	H: i	I: 1	J: i

COC(=O)CCC(=O)OC1(C)C(=O)C2=CN(C3CC3)C(c3ccc(OC)cc3)=CC2=C(Br)C1=O (configuration not stated)
  A: -12	B: -4	C: 8.7	D: -16	E: 2	F: 11	G: 0	H: i	I: 8	J: i

COc1ccc(CONc2ncnc3nonc23)cc1[N+](=O)[O-]
  A: -1	B: 2	C: 0.7	D: -16	E: 2	F: -11	G: -5	H: i	I: 3	J: i

c1ccc2c(c1)nc1n2CCN1CCN1CCCC1
  A: 0	B: 3	C: -0.8	D: 1	E: 0	F: -19	G: -3	H: i	I: -6	J: i

CC(C)(C)c1cc(C(=O)N2CCc3ccccc3C2)ccn1
  A: -1	B: -2	C: -0.7	D: 2	E: -1	F: -1	G: -4	H: i	I: -5	J: i

Cc1ccc(C(=O)c2c3ccc(C(F)(F)F)cc3[n+]([O-])n2CCC(N)=O)cc1
  A: 3	B: 0	C: 1.6	D: -17	E: 2	F: -1	G: 2	H: i	I: 5	J: i

O=C(CSc1ccc(-c2ccc(Br)cc2)nn1)NCC1CCCO1 (configuration not stated)
  A: 0	B: 1	C: -1.1	D: 2	E: 2	F: -5	G: 5	H: i	I: -1	J: i

CCOC(=O)c1cc(C(C)=O)c(=O)n(C)c1N
  A: 2	B: -4	C: -1.5	D: 3	E: 3	F: -4	G: 1	H: i	I: -2	J: i

CCC(CC)C(=O)c1c[nH]c(C(=O)NCc2ccccc2)c1
  A: 2	B: -5	C: -0.7	D: -4	E: -2	F: -4	G: 2	H: i	I: -10	J: i

Cc1nn(C)cc1C(=O)Nc1ccccc1Br
  A: -1	B: 0	C: -0.6	D: -2	E: -2	F: -4	G: -2	H: i	I: -1	J: i

COc1ccc(CC(NC(C)=O)C(=O)NC2CCN(S(=O)(=O)c3cccc4ccccc34)CC2)cc1OC (configuration not stated)
  A: -2	B: 5	C: -1.3	D: -1	E: -1	F: -5	G: -2	H: i	I: 3	J: i

CC(=O)Oc1oc(-c2ccccc2)nc1C=Nc1ccc(N(C)C)cc1
  A: -2	B: 6	C: 0.0	D: 1	E: 2	F: -4	G: -2	H: i	I: -3	J: i

O=C(CSc1ncccc1C(=O)O)c1cccc(C(F)(F)F)c1
  A: -1	B: -9	C: -1.6	D: 1	E: 1	F: 1	G: 10	H: i	I: 0	J: +

Cc1cccc(-c2nc(CN3CCCC(C(=O)NC4CCCCC4)C3)c(C)o2)c1 (configuration not stated)
  A: -4	B: 7	C: -1.9	D: -3	E: 1	F: -3	G: -3	H: i	I: -5	J: i

O=C(Nc1ccccc1N1CCCC1)C1CC(=O)N(Cc2ccccc2)C1 (configuration not stated)
  A: -1	B: 3	C: -9.3	D: -29	E: 0	F: 1	G: -2	H: i	I: 4	J: i

CCc1ccc(NC(=O)CS(=O)CC(=O)N2CCN(c3ccccc3F)CC2)cc1 (configuration not stated)
  A: 2	B: 1	C: -0.2	D: 4	E: 2	F: -3	G: 2	H: i	I: -4	J: i

Cc1c(Cl)ccc(S(=O)(=O)Nc2cccnc2)c1Cl
  A: 0	B: 0	C: -0.7	D: 2	E: -1	F: 1	G: -2	H: i	I: -4	J: i

C=CCn1c(=N)n(CC(=O)c2ccc(Br)s2)c2ccccc21
  A: 0	B: -4	C: 2.4	D: -6	E: 4	F: 1	G: 0	H: i	I: 0	J: i

COc1ccc(/C=N/NC(=O)c2cccc([N+](=O)[O-])c2)cc1OC
  A: 1	B: 0	C: -0.6	D: -15	E: 2	F: 9	G: 2	H: i	I: 1	J: i

CSC1=N/C(=C\c2ccc(C)o2)C(=O)S1
  A: 3	B: 2	C: 2.0	D: -13	E: -2	F: 5	G: -1	H: i	I: -1	J: i

Cc1ccc(N2CC(c3nc4ccccc4[nH]3)CC2=O)c(C)c1 (configuration not stated)
  A: 2	B: -4	C: 0.1	D: -5	E: 1	F: -5	G: -1	H: i	I: 3	J: i

Cc1noc(C)c1C(=O)OCC(=O)Nc1ncc(Cl)c(C)c1Cl
  A: 9	B: -1	C: 3.5	D: 11	E: 2	F: 35	G: 0	H: i	I: 5	J: i

CN1CCN(C2=Nc3cc(Cl)ccc3Nc3ccccc32)CC1
  A: -2	B: -1	C: 0.0	D: 1	E: 0	F: -12	G: -2	H: i	I: -3	J: i

CC(C)CCNC(=O)C(c1ccc(O)cc1)N(Cc1ccco1)C(=O)CCC(=O)Nc1nccs1 (configuration not stated)
  A: -5	B: 0	C: -1.5	D: 0	E: 5	F: -5	G: -1	H: i	I: -4	J: i

COc1ccc(CNC(=O)C(c2cccc(C)c2)N(C(=O)c2csnn2)C2CC2)cc1 (configuration not stated)
  A: -1	B: 1	C: -0.5	D: -2	E: -2	F: -10	G: -2	H: i	I: -5	J: i

Cc1csc(=O)n1CC(=O)OCC(=O)NNC(=O)c1ccc(Cl)cc1
  A: 5	B: -4	C: -1.5	D: -4	E: 2	F: 0	G: -1	H: i	I: 4	J: i

COc1ccc(NC(=O)C2CCCN2C(=O)OCc2ccccc2)cc1 (configuration not stated)
  A: -1	B: 0	C: -1.1	D: -4	E: -2	F: -22	G: -1	H: i	I: -1	J: i

Cc1ccc(C(=O)CCC(=O)Nc2ncccc2O)cc1
  A: -1	B: -4	C: -0.1	D: -2	E: 1	F: -3	G: 2	H: i	I: 1	J: i

Cc1ccc(NC(=O)c2ccc3nc[nH]c3c2)nc1
  A: 14	B: -2	C: 3.7	D: 14	E: 0	F: 57*	G: 1	H: i	I: -7	J: i

CCCn1c(SCC#N)nc2c(c1=O)C1(CCCC1)Cc1ccccc1-2
  A: -5	B: -5	C: 4.4	D: 1	E: -3	F: -9	G: 2	H: i	I: -1	J: i

N=c1c(C(=O)NCc2ccc(F)cc2)cc2c(=O)n3ccccc3nc2n1CCCN1CCOCC1
  A: 0	B: 4	C: 13	D: -14	E: -4	F: -3	G: 0	H: /	I: 2	J: i

CCCN(CCC)Cc1cc(=O)oc2cc(OC)c(Cl)cc12
  A: 6	B: -1	C: 1.6	D: -5	E: -1	F: /	G: 14	H: i	I: -2	J: i

CCCNc1ccc(S(=O)(=O)N(C(C)C)C(C)C)cn1
  A: 1	B: 1	C: -0.1	D: -1	E: -8	F: -2	G: 0	H: i	I: 3	J: i

O=C(Nc1nccs1)c1ccc(CSc2nnnn2-c2ccccc2)cc1
  A: -4	B: 4	C: -1.8	D: -1	E: -2	F: 0	G: 1	H: i	I: 7	J: i

CC1C(=O)N2CCCc3cc(NC(=O)C(=O)NCCc4ccc(F)cc4)cc1c32 (configuration not stated)
  A: -3	B: -3	C: -0.3	D: 4	E: 5	F: -1	G: 3	H: i	I: 4	J: i

O=c1oc2ccccc2cc1NCc1ccccc1O
  A: 2	B: 3	C: 5.8	D: -17	E: -6	F: 49	G: 3	H: i	I: -4	J: i

COc1ccc(-c2nc3ccc(Br)cn3c2CC(C)(C)C)cc1OC
  A: -4	B: 1	C: 1.0	D: -4	E: -3	F: /	G: 1	H: i	I: -9	J: i

CCOC(=O)N1CCC(=NNc2nc3ccccc3s2)CC1
  A: 0	B: -2	C: 0.4	D: 2	E: 0	F: -2	G: 3	H: i	I: -7	J: i

COc1ccc(Nc2nc(NCc3ccco3)nc(N)c2[N+](=O)[O-])cc1
  A: 0	B: 13	C: 0.7	D: 1	E: -4	F: 3	G: -1	H: i	I: -10	J: i

O=C(N/N=C/c1ccco1)c1ccc(Br)o1
  A: 1	B: -4	C: -1.0	D: -9	E: 0	F: -1	G: 2	H: i	I: 9	J: i

CCc1nnc(NC(=O)C2CCCN(C(=O)c3ccc(Cl)cc3)C2)s1 (configuration not stated)
  A: 3	B: -2	C: -2.1	D: -2	E: -1	F: -8	G: -1	H: i	I: 0	J: i

Cc1cc(C)n(CC(O)COc2c(C)cccc2C)n1 (configuration not stated)
  A: -4	B: 5	C: 0.3	D: 1	E: 1	F: -6	G: -4	H: i	I: -1	J: i

O=C(NCc1cc([N+](=O)[O-])ccc1O)c1cc(-c2ccncc2)nc2ccccc12
  A: -1	B: 2	C: 2.6	D: -16	E: -1	F: -11	G: 0	H: i	I: 10	J: i

Ordered by molar mass (high to low): 3 of the compounds above
Abbreviations: A = DNMT1 inh; B = CSN inh; C = LMPTP inh; D = SUMO1 PPI mod; E = Rin1 Abl inh; F = Scp-1 inhibitor; G = STEP block; H = Neddylation inh; I = NadD inh; J = Rpn11 block
CC1C(=O)N2CCCc3cc(NC(=O)C(=O)NCCc4ccc(F)cc4)cc1c32 (configuration not stated)
  A: -3	B: -3	C: -0.3	D: 4	E: 5	F: -1	G: 3	H: i	I: 4	J: i

CCc1nnc(NC(=O)C2CCCN(C(=O)c3ccc(Cl)cc3)C2)s1 (configuration not stated)
  A: 3	B: -2	C: -2.1	D: -2	E: -1	F: -8	G: -1	H: i	I: 0	J: i

CCCNc1ccc(S(=O)(=O)N(C(C)C)C(C)C)cn1
  A: 1	B: 1	C: -0.1	D: -1	E: -8	F: -2	G: 0	H: i	I: 3	J: i

Bioassay records as filed in PubChem BioAssay.
